# Cardio protect = cardioprotection against H2O2-induced cell death, primary screen, uHTS, H9c2 cells, ATPLite luminescence; protection from H2O2 cell death, % at 20 µM; H9c2 cardiomyocytes, H2O2 injury protection, 2 h; AID 588492, 2011; hit rate 0.63% among 360,000;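 active = compounds giving at least 50% protection of heart cells from peroxide-induced death in the single-dose screen, raw or plate-pattern-corrected value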;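 note: 0% = DMSO wells with peroxide and 100% = DMSO wells without peroxide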
# MC4R barr agon = MC4R agonists recruiting beta-arrestin, primary screen, cell-based, luminescence, agonist arm of biased-ligand search. U2OS MC4R beta-arrestin complementation; percent of melanotan II response, DMSO zero. activation, % at 8.9 µM. hit rate 0.98% among 360,000;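 active = activation above a per-plate cutoff, the mean activation of sample wells on that plate plus 3 SD, cut at about 8% in these data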
# N-glyco inh = increase of ERlucT glycosylation luciferase signal, primary screen, N-linked glycosylation inhibitor project, D54 ERlucT cells, luminescence, set 2. reporter increase, % at 12.5 µM. D54 ERlucT glycosylation luciferase reporter, 24 h; percent of 100 nM tunicamycin response. hit rate 0.23% among 360,000. AID 588692, 2011;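 active = mean luciferase reporter signal, scaled so untreated is 0 and the glycosylation-blocking control 100, at or above a set limit in every replicate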;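 note: luciferase carries N-glycosylation sites so blocking glycosylation raises the light; 0% = median of neutral control wells and 100% = median of 100 nM tunicamycin wells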
# NOD2-RIPK2 inh = NOD2-RIPK2 binding disruptors in cells, primary screen, fluorescence, CHO cells, BLA complementation | hit rate 0.38% among 360,000 | inhibition, % at 4.98 µM | CCF4 ratio; in the data active = inhibition above about 21%;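 note: 0% = vehicle only and 100% = reference blocker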
# SRC2 inh = inhibition of GAL4-SRC2 driven luciferase reporter, primary screen, SRC2 inhibitor project, cell-based, luminescence; HEK293 GAL4-SRC2 luciferase reporter; inhibition, % at 9 µM; hit rate 0.17% among 370,000;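 active = inhibition above the mean inhibition of all tested compounds plus 3 SD, set per campaign, cut at about 52% in these data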;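 note: 0% = DMSO treated cells and 100% = cells given Gossypol at 36 µM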
# ABHD5 PLIN5 PPI = ABHD5-PLIN5 interaction inhibitors, primary screen, cell lysate, split luciferase complementation, luminescence. Perilipin-5 (Homo sapiens) + 1-acylglycerol-3-phosphate O-acyltransferase ABHD5 (Homo …. Split G. princeps luciferase complementation, 4 h. inhibition, % at 4 µM. hit rate 0.78% among 360,000;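 active = inhibition above the mean inhibition across every tested compound plus 3 SD, cut at about 22% in these data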;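 note: 0% = DMSO only wells and the 100% control is not disclosed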
# Target sequence (Q00G26 whole entry, looked up): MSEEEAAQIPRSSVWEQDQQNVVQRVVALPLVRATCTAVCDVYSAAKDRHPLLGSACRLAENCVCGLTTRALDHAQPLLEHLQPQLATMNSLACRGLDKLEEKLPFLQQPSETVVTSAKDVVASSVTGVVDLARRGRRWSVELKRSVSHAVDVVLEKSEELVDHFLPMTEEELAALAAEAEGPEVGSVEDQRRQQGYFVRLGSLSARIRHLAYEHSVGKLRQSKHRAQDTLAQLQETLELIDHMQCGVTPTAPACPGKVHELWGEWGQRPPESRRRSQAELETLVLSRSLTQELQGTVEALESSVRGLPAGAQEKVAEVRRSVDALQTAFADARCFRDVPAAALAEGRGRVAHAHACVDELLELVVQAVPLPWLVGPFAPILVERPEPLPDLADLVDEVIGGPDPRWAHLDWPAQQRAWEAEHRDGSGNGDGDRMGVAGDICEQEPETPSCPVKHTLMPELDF
# Target sequence (Q8WTS1 whole entry, looked up): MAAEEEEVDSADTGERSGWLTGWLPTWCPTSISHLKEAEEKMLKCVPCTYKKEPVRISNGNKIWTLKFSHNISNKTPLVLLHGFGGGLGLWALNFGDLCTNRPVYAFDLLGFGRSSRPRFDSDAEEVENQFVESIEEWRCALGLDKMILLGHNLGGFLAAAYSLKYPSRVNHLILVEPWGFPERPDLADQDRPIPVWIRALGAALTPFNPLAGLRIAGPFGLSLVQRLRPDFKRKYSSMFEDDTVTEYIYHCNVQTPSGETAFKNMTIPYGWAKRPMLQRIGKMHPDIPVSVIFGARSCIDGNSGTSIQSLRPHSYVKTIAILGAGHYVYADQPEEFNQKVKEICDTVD
# ABCB6 inh MLPCN = ABCB6 transporter inhibitors, primary screen, K562-ABCB6 cells, flow cytometry, MLPCN library; ATP-binding cassette sub-family B member 6 (Homo sapiens), Q9NP58; K562-ABCB6 porphyrin accumulation, 1 h; active compounds read low; fluorescence ratio to DMSO, % at 10 µM; hit rate 0.19% among 360,000;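 active = fluorescence ratio to DMSO below 75%, the collection mean minus 3 SD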;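 note: signal is porphyrin accumulated inside mitochondria; 100% equals median channel fluorescence of DMSO control wells; lower ratio means ABCB6 inhibition with less porphyrin fluorescence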
# m5-HT2A agonist = mouse Htr2a agonists via beta-arrestin recruitment, primary screen, cell-based, luminescence; 5-hydroxytryptamine receptor 2A (Mus musculus), P35363; CHO-K1 mHTR2A beta-arrestin complementation; percent of 30 µM serotonin response; activation, % at 7.6 µM; hit rate 0.66% among 360,000; AID 624169, 2012;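 active = activation above a run cutoff, the mean activation of all tested compounds plus 3 SD, cut at about 14% in these data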;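 note: 0% = plate median of compound wells and 100% = 30 µM serotonin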
# TLR9-MyD88 block = inhibitors of TLR9-MyD88 association in cells, primary screen, cell-based, CHO, BLA complementation, fluorescence; Toll-like receptor 9 (Homo sapiens) + Myeloid differentiation primary response protein …; CCF4 FRET ratio; inhibition, % at 4.98 µM; hit rate 0.21% among 340,000; AID 504734, 2011;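 active = inhibition above the mean over all tested compounds plus 3 SD, cut at about 21% in these data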;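 note: 0% = DMSO only wells and 100% = clavulanate BLA inhibitor control wells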
# MC4R antagonist = MC4R antagonists of cAMP signaling, primary screen, cell-based, TR-FRET, antagonist arm of biased-ligand search; Melanocortin receptor 4 (Homo sapiens), P32245; MC4R-expressing cells, MTII-stimulated cAMP, LANCE TR-FRET; inhibition, % at 6.5 µM; hit rate 0.48% among 360,000; AID 540295, 2011;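 active = inhibition above its plate's cutoff, the mean of tested wells on that plate plus 3 SD, cut at about 29% in these data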;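 note: 0% = Melanotan II alone and 100% = Melanotan II plus saturating MCL0020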
#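 Material – human MC4R-expressing U2OS cells · Repeats – no replicates · Detection – TR-FRET with Eu-cAMP and labeled anti-cAMP, 671 nm · Times – compound 30 min, challenge 1 h, detection 1 h · Compound – single nominal compound dose of 6.5 µM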
# * = called active by the depositor; . = no result given.
SMILES,Cardio protect,MC4R barr agon,N-glyco inh,NOD2-RIPK2 inh,SRC2 inh,ABHD5 PLIN5 PPI,ABCB6 inh MLPCN,m5-HT2A agonist,TLR9-MyD88 block,MC4R antagonist
N=C(N)CCCOc1ccccc1-c1ccccc1,-3.4,-1.9,5.0,1.3,19.8,-1.1,91.0,-4.4,-7.2,3.7
Cc1c(C(=O)OC(C)C)sc2nc[nH]c(=O)c12,-0.7,0.4,1.4,2.7,-16.5,-4.5,99.0,3.8,-8.4,9.3
Cc1ccc(NC2CCCN(C(=O)c3cccs3)C2)cc1C (configuration not stated),-1.9,0.3,1.7,0.2,-14.9,6.9,96.0,-6.2,-1.6,-0.3
CCOc1ccc(C(C)=O)cc1CC(C(N)=O)C(N)=O,15.6,-0.9,0.0,11.3,-4.2,-3.8,107.0,-2.2,5.2,-1.9
O=C(c1ccccc1)N1CCN(C(=O)c2nn3c(C(F)(F)F)cc(-c4ccco4)nc3c2Br)CC1,1.9,3.0,-4.4,-4.4,-0.9,22.3*,96.0,5.0,-10.2,-6.6
CCOC(=O)N1CCN(C(=O)CSc2ncnc3ccccc23)CC1,23.3,-0.8,-1.2,-6.2,9.7,-1.9,98.0,2.5,10.3,2.6
O=C(CNS(=O)(=O)c1ccccc1)NCc1cccnc1,-0.4,-1.7,3.8,-6.0,6.0,2.2,99.0,6.1,0.2,-0.1
Cc1cc(C)c(S(C)(=O)=O)c(=O)[nH]1,1.5,-1.9,0.9,16.0,11.2,-4.7,110.0,4.0,-8.5,0.7
CCc1ccc(CNC(=O)CCn2nc(C)c3c(C)n(-c4ccccc4)nc3c2=O)cc1,7.0,-1.1,-1.1,-4.5,-21.0,1.1,108.0,-4.7,5.5,2.1
Cc1ccc(N(CC(=O)NC2CCCCC2)S(=O)(=O)c2c(C)noc2C)cc1,0.0,1.8,-1.3,-6.2,16.2,-7.6,98.0,-0.4,5.7,11.4
Cc1noc(/C=C/N(C)C)c1S(=O)(=O)N1CCN(c2ccc(F)cc2)CC1,6.7,-0.8,1.5,0.1,-10.8,0.0,95.0,5.7,4.1,7.3
NC(=O)NNc1ncc(C(F)(F)F)cc1Cl,1.5,0.4,2.1,-9.0,-5.9,2.1,97.0,0.9,4.5,4.5
CCN(CC(=O)Nc1ccc(NC(C)=O)cc1)C(=O)CSC(=S)N1CCCC1,1.4,-3.2,1.5,4.8,-4.6,6.8,96.0,4.8,-0.3,7.8
Cc1ccccc1CN(C)C(C)C(=O)NCc1ccccc1 (configuration not stated),0.9,-0.1,1.3,1.1,-8.0,8.9,98.0,-4.4,-3.4,5.6
CCOC(=O)CN[C@H]1CCC2C3CC=C4C[C@@H](O)CC[C@]4(C)C3CC[C@@]21C (some centres not stated),-6.5,1.4,-3.2,-1.5,-2.6,1.4,92.0,-1.1,-6.5,13.3
Cc1nn(C)c(C)c1NC(=O)Nc1cccc(C(F)(F)F)c1,-2.5,-1.6,1.8,-4.9,16.9,-1.6,100.0,1.8,-4.3,8.4
COc1ccc(C(=O)Nc2ccccc2-c2nnn(CC(N)=O)n2)cc1,13.5,0.8,3.0,-12.5,2.6,3.7,107.0,1.9,-7.9,4.0
Fc1cnc(N2CCOCC2)nc1NCc1ccccc1,7.7,-2.9,-3.8,-0.9,-26.7,-9.6,99.0,-4.6,-15.7,-8.5
C=CCn1c(SCC(=O)N2CCCCC2)nc(O)cc1=O,1.9,0.7,1.1,-8.4,9.8,-8.3,97.0,5.1,-1.7,17.6
CCc1ccc2c(c1)C(NC(C)=O)C(=O)N2CC (configuration not stated),4.6,0.9,-0.3,-5.3,-14.3,-12.1,96.0,-0.4,4.7,11.3
CCc1nnc(NC(=O)C2CCCN2C(=O)Nc2ccc(C)cc2)s1 (configuration not stated),-0.5,-1.8,1.2,-5.5,-19.4,-6.5,97.0,1.3,2.9,1.2
CC1=C(C(=O)Nc2cc(C(=O)NCCCOC(C)C)ccc2C)SCCO1,4.1,-0.5,-2.0,13.9,24.1,-5.6,101.0,-11.0,-6.9,17.1
CCOC(=O)C1=C(C)N=c2sc(=Cc3cc(Cl)c(OCC(=O)O)c(OC)c3)c(=O)n2C1c1ccccc1Cl (configuration not stated),-10.0,0.7,-0.5,2.7,6.8,-0.8,183.0,-2.6,.,1.3
Cc1ccc(-c2ccc(=O)n(CC(=O)Nc3cccc(C(=O)N4CCN(C)CC4)c3)n2)cc1,-10.2,-0.5,0.9,3.8,7.0,4.4,92.0,-8.7,1.2,13.4
CCn1nc(C)cc1C(=O)N1CCCC(C(=O)c2ccc(OC)cc2C)C1 (configuration not stated),-7.3,-0.5,1.0,-4.1,-4.0,-2.7,102.0,2.7,1.9,3.8
O=C(Nc1cc(C(F)(F)F)ccc1N1CCCCC1)c1ccc(Br)o1,-16.7,0.1,-2.8,1.9,3.7,3.4,90.0,-1.4,0.2,4.5
CCOc1cc(C)nc(N2CCCC(C(=O)NCc3ccccc3F)C2)n1 (configuration not stated),-4.6,-0.9,-1.6,-0.8,-26.1,0.5,94.0,-4.3,2.7,-3.6
CCOCc1nnc(NC(=O)CCS(=O)(=O)Cc2ccccc2)s1,3.2,-2.9,-6.8,1.1,-4.8,7.8,98.0,-0.1,-0.3,4.2
COc1ccc(Cl)cc1NC(=O)CN1C(=O)CSC1=O,2.4,0.4,3.4,6.4,-20.5,3.9,104.0,3.5,-5.3,14.9
C/C(COc1ccccc1)=N\NC(=O)c1nnn(-c2nonc2N)c1-c1ccc(C)cc1,1.2,-0.1,0.1,-1.3,17.3,4.2,92.0,-0.4,-7.4,-0.9
COc1cccc(-c2nc(=S)c3c(n2CCCO)CCCC3)c1,-1.1,-1.3,0.9,-7.0,-1.9,1.6,95.0,10.3,8.7,-4.1
CCN1CCN(C(=O)Cn2ncc3ccsc3c2=O)CC1,1.5,-1.4,3.2,-7.2,-23.1,-9.1,101.0,1.0,-2.1,-5.7
O=C1NC(=O)N(Cc2ccccc2)C1=O,-3.7,0.5,3.8,-13.2,-13.5,7.0,92.0,0.8,-2.9,-3.2
CCCn1c(=O)c(C(=O)NCCc2ccc(OC)c(OC)c2)c(O)c2ccccc21,22.7,-0.6,-1.2,6.8,1.8,6.3,96.0,-2.2,-1.1,3.8
COc1ccc2nc(NC(=O)c3ccc(-n4nc(C)cc4C)cc3)sc2c1,-20.1,19.9*,-0.8,-8.9,-2.5,-3.9,108.0,-1.4,-10.0,-1.6
CCCCC(=O)c1c(O)c2ccccc2oc1=O,-1.5,-1.6,0.4,0.5,18.4,-2.2,99.0,-1.8,-2.8,10.9
CCN(CC)C(=O)c1cn(C)c2ccc(S(=O)(=O)N(CC)CC)cc2c1=O,4.3,-1.3,-0.6,-2.8,-7.9,-1.3,100.0,-0.9,-0.7,1.6
Cc1cc(C)n2nc(C(=O)N3CCCC(Nc4ccc(F)c(F)c4)C3)cc2n1 (configuration not stated),7.9,-4.3,-0.1,-0.2,-6.7,5.0,95.0,-4.9,-3.1,-4.3
Nc1ccc(S(=O)(=O)NC2=NCCCCC2)cc1,3.4,-2.3,0.9,3.6,2.1,-2.0,95.0,-5.4,-5.7,7.4
CCc1ccc(/C=N/Nc2ncnc3nc[nH]c23)cc1,-14.1,1.5,-13.1,0.3,-48.9,2.3,92.0,-7.4,-4.2,15.7
O=C1Nc2ccccc2/C1=N\N=C\c1ccc(O)c(O)c1,16.8,-5.1,-0.6,-9.9,-37.4,-3.3,91.0,-5.6,-9.2,-9.8
CCCn1c(NCc2cccc(OC)c2OC)nc2ccccc21,-1.5,-1.1,-0.6,-7.1,-4.9,-3.9,94.0,4.0,-4.5,1.4
C/C(=N\Nc1cccc2cccnc12)c1ccc(C)cc1,-22.4,-2.8,4.9,2.3,-33.9,5.8,96.0,-0.1,-1.4,1.4
COc1ccc(N2CC(C(=O)Nc3nnc(SCC(=O)c4ccccc4)s3)CC2=O)cc1 (configuration not stated),0.3,4.6,0.7,6.5,-24.4,1.4,97.0,3.7,3.6,-0.1
COC(=O)c1ccc(NC2CC(=O)N(c3ccccc3C)C2=O)cc1 (configuration not stated),10.5,-1.0,-0.4,2.1,-14.2,-1.2,88.0,-5.4,-3.3,9.0
CCS(=O)(=O)N1Cc2ccccc2CC1C(=O)Nc1nc2c(C)cccc2s1 (configuration not stated),-3.5,-1.8,-5.8,-1.8,-6.8,1.2,98.0,-0.5,5.6,16.1
O=C(CC(Nc1ccccc1Cl)C(=O)OCC(=O)c1cccs1)c1ccccc1 (configuration not stated),-0.2,-1.1,-9.4,-4.7,-45.2,10.9,104.0,-6.1,-1.6,6.5
CS(=O)(=O)N(CC(=O)N1CCN(c2ccc(F)cc2)CC1)c1ccc(F)c(Cl)c1,0.2,-1.0,-0.6,1.4,3.1,-1.9,86.0,-5.1,-2.2,0.2
COc1ccc(NC2SC(=O)N(CC(=O)O)C2=O)cc1 (configuration not stated),-1.0,-1.1,0.4,-10.4,-52.7,-6.0,99.0,7.1,-1.4,-6.2
Cc1cccc(NC(=O)C(C)SCc2nc3sc4c(c3c(=O)[nH]2)CCCC4)n1 (configuration not stated),0.5,-2.6,4.0,-4.6,-9.0,-8.1,103.0,-2.9,0.4,17.2
CCCCN(C)C(=O)c1ccc2c(c1)N(CC)C(=O)c1ccccc1S2(=O)=O,7.9,0.3,2.3,-6.7,-20.7,-2.5,96.0,10.9,8.1,3.0
CN(C)c1nnnn1-c1ccc(Cl)cc1,-1.6,-1.4,1.9,6.2,5.6,4.2,99.0,1.2,-7.0,1.7
COc1ccc(NC(=O)C/C(C)=N/NC(=O)c2cnccn2)c(OC)c1,5.3,-1.1,-0.9,1.1,-9.1,4.5,97.0,0.0,-5.1,-8.8
CC(=O)c1cccc(N(CC(=O)Nc2ccc(S(=O)(=O)N3CCCC3)cc2)S(C)(=O)=O)c1,-1.3,-2.3,-2.4,-0.2,-26.1,6.5,95.0,-8.6,0.6,7.2

# Structures listed so far that bear a hit mark in ABHD5 PLIN5 PPI:
molecule	MC4R barr agon	N-glyco inh	NOD2-RIPK2 inh	SRC2 inh	ABHD5 PLIN5 PPI	ABCB6 inh MLPCN	m5-HT2A agonist	TLR9-MyD88 block	MC4R antagonist
O=C(c1ccccc1)N1CCN(C(=O)c2nn3c(C(F)(F)F)cc(-c4ccco4)nc3c2Br)CC1	3.0	-4.4	-4.4	-0.9	22.3*	96.0	5.0	-10.2	-6.6

# These rows are one share of the data; count on the stated rates, not on these rows.
